Compound activity (PubChem)
ALDH1A1 inh: qHTS Assay for Inhibitors of Aldehyde Dehydrogenase 1 (ALDH1A1); Aldehyde dehydrogenase 1A1 (Homo sapiens), P00352; Potency, µM (titrated, usually from 75.3 µM), without a hit: top-dose activity, negative = inhibition, usual class: inhibitors; actives 7.3% (n = 220,000); Purified ALDH1A1, NADH fluorescence, propionaldehyde substrate; AID 1030, 2008; active = well fitted inhibition curve with a large enough effect, not every such curve was filed as active; inconclusive = small, poorly fitted or top-dose-only effect, or another doubt; inactive = no such curve, though single readings can be large or run the other way;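 note: plate controls were no enzyme wells and a reference inhibitor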
TRb-SRC2 inh: qHTS for Inhibitors of the Interaction of Thyroid Hormone Receptor and Steroid Receptor Coregulator 2; TRbeta-SRC2 peptide binding, fluorescence polarization; receptor liganded with 1 µM T3; Potency, µM (series often up to 106 µM), without a hit: top-dose activity change, negative = inhibition, hits mostly inhibitors; actives 0.065% (n = 280,000);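 note: plate controls were bound peptide for no effect and peptide without receptor for full effect; nearly all actives have a fitted effect of over 50% in size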
Target sequence (P10828 whole entry, looked up): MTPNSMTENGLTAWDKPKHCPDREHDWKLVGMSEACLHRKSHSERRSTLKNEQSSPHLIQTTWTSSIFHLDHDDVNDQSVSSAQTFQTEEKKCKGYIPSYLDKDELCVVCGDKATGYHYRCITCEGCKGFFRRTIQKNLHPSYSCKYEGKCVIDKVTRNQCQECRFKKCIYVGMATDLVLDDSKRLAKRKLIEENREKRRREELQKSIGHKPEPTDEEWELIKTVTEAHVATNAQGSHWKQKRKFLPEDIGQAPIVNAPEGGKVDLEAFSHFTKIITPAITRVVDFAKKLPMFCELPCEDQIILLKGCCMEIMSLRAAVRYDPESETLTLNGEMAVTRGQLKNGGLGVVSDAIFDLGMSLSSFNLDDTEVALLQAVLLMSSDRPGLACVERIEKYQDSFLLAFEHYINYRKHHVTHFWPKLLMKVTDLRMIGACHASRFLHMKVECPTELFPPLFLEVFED
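Polarization signal, normalized between peptide-alone and full complex controls, measured compound effects on T3-liganded human TRb LBD (0.6 uM) binding 20 nM Texas Red SRC2 peptide after 5 hr.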
Tau fibril ThT: qHTS for Inhibitors of Tau Fibril Formation, Thioflavin T Binding. Microtubule-associated protein tau (Homo sapiens), P10636. recombinant tau K18 P301L, heparin-induced fibrillization, ThT fluorescence. Potency, µM (highest dose often 57.4 µM), for inactives: at the highest dose activity, negative = inhibition, hits mostly inhibitors. AID 1460, 2008. actives 2.1% (n = 270,000); note: nearly all actives have a fitted effect of over 55% in size
Target sequence (P10636 561-689 P618L limits assumed): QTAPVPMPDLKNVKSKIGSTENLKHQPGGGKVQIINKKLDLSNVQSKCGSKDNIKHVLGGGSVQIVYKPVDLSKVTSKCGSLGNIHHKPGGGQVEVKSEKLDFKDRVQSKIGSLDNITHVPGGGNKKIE
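Fibril formation assay: tau K18 P301L at 15 uM with trace Alexa 594 label, heparin inducer 20 uM, pH 7 sodium acetate buffer, 37 C for 6 hr; endpoint ThT signal.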
Tau fibril FP: qHTS for Inhibitors of Tau Fibril Formation, Fluorescence Polarization | Microtubule-associated protein tau (Homo sapiens), P10636 | K18 P301L tau heparin fibrillization, Alexa594 FP, 6 h | Potency, µM (top dose mostly 57.7 µM), inactives show at the top dose activity, negative = inhibition, actives largely listed as inhibitors | actives 0.39% (n = 280,000) | AID 1468, 2008; note: nearly all actives have a fitted effect of over 55% in size
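Heparin (20 uM) drove fibril formation of recombinant tau K18 P301L, 15 uM unlabeled with 0.24 uM Alexa 594 label, for 6 hr at 37 C in 100 mM sodium acetate pH 7. Fluorescence polarization (555/632 nm) read 1 hr after 30 uM ThT.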
GLA spleen mod: qHTS Assay for Inhibitors and Activators of Human alpha-Galactosidase From Spleen Homogenate; human spleen homogenate, 4MU-alpha-Gal fluorescence, 40 min; Potency, µM (highest dose often 80 µM), inactives show top-dose activity change, negative = inhibition, actives largely listed as inhibitors; actives 0.008% (n = 240,000);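 note: 0% = enzyme with vehicle and -100% = no enzyme basal signal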
Target sequence (P06280 32-429 limits assumed): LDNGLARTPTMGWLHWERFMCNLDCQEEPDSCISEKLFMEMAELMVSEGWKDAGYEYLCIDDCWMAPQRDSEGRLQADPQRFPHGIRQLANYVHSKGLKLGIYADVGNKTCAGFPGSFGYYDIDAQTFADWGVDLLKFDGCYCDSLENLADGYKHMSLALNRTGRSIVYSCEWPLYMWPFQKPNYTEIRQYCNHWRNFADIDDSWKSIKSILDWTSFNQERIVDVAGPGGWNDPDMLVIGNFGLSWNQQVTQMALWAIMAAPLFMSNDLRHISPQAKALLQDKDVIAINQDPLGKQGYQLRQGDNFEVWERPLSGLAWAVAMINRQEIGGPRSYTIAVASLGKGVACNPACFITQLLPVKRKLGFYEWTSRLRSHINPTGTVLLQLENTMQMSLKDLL
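Human spleen homogenate (1 ug) was the enzyme source, with 4-methylumbelliferyl-alpha-D-galactopyranoside (1 mM final) in pH 5.0 citrate buffer with 0.01% Tween-20. Compounds were titrated; after 40 min at 37C, NaOH/glycine stop, 4-MU fluorescence read; AC50 from Hill fits.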
TexasRed fluor: Total Fluorescence Counterscreen for Inhibitors of the Interaction of Thyroid Hormone Receptor and Steroid Receptor Coregulator 2. Potency, µM (doses to about 106 µM), for inactives: at the top dose fluorescence change, negative = quenching. actives 0.29% (n = 280,000). TRb/SRC2 Texas Red total fluorescence interference; active = well fitted curve in either direction with a large enough effect; inconclusive = small, poorly fitted or top-dose-only effect
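Flags fluorescent or light-absorbing compounds by total fluorescence, S + 2P, at 555 nm excitation and 632 nm emission. Mixture: 20 nM Texas Red SRC2 peptide, 0.6 uM human TRb LBD, 1 uM T3, 5% DMSO; compound exposure 5 h at ambient temperature.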
L3MBTL1 block: qHTS Assay for the Inhibitors of L3MBTL1; Lethal(3)malignant brain tumor-like protein 1 (Homo sapiens), Q9Y468; AlphaScreen L3MBTL1–H3K9me1 peptide binding; Potency, µM (series often up to 57.1 µM), for the others: at the highest dose activity, negative = inhibition, hits mostly inhibitors; actives 0.66% (n = 230,000); note: nearly all actives have a fitted effect of over 60% in size
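AlphaScreen proximity signal between nickel-chelate acceptor and streptavidin donor beads (final 10 ug/mL) reports binding of 50 nM L3MBTL1 to 75 nM biotin-H3 K9me1 peptide; complex incubated with compounds 30 min at room temperature; cefsulodin titration as control.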
Tau fluor counter: Counterscreen qHTS for Inhibitors of Tau Fibril Formation, Fluorescence Polarization | actives 0.93% (n = 280,000) | tau K18 P301L Alexa594 fluorescence, heparin fibrillization | Potency, µM (highest dose often 57.7 µM), inactives show at the highest dose activity change, negative = decrease | AID 1463, 2008; note: nearly all actives have a fitted effect of over 55% in size
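Human tau K18 P301L (15 uM unlabeled, 0.24 uM Alexa 594-labeled) in 100 mM sodium acetate pH 7 with 20 uM heparin, 6 hr at 37 C. ThT 30 uM added, 1 hr ambient; Alexa 594 FP and total fluorescence read at 555/632 nm.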
Starred values were filed as active, the others as inactive; ? = inconclusive; . = not tested or not shown; [ ] = another dose, or the depositor's remark. Unless noted, calls come from the whole dose curve; as a rule, active = well fitted curve in the direction sought with a large enough effect; inconclusive = small, poorly fitted or top-dose-only effect, or another doubt; inactive = no such curve, though single readings can be large; an effect the other way counts as inactive or inconclusive. Unless noted, % is set by controls: 0 for no effect and ±100 for the full control effect; potency is the fitted concentration of half-maximal effect.

SMILES	ALDH1A1 inh	TRb-SRC2 inh	Tau fibril ThT	Tau fibril FP	GLA spleen mod	TexasRed fluor	L3MBTL1 block	Tau fluor counter
Cc1nnc(SC/C=C/c2ccccc2)n(N)c1=O	1%	8%	-1%	10%	-2%	-2%	12%	2%
CC(C)n1nnc2cc(C(=O)O)ccc21	-4%	0%	-5%	9%	0%	-1%	.	-6%
O=c1cc(O)n(-c2ccccc2)c(=S)[nH]1	?	-5%	?	-10%	-8%	-1%	9%	-7%
COc1ccc(N2CCN(C(=O)c3cccc(Br)c3)CC2)c([N+](=O)[O-])c1	?	-6%	?	9%	11%	-4%	-16%	-19%
CCNC(=O)NC(=O)C(C)OC(=O)CCS(=O)(=O)c1ccc(C)cc1 (centres undefined)	-4%	2%	-4%	6%	-5%	-1%	6%	3%
CCOc1ccccc1NC(=O)CCc1nc(-c2cccc(C)c2)no1	.	-7%	-15%	1%	.	-11%	.	-29%
Cc1ccccc1C(=O)Nc1nc(=S)ss1	3.2µM*	0%	?	?	2%	-2%	-4%	-18%
COc1ccc(-c2nnc3sc(CN4C(=O)c5ccccc5C4=O)nn23)cc1	?	8%	-11%	-1%	-6%	0%	-2%	-5%
CSc1cccc(NC(=S)N(Cc2ccc(C)cc2)Cc2ccccn2)c1	-9%	-1%	-5%	4%	6%	-1%	.	-25%
CC1CCN(c2ccc(/C=N/n3nnnc3N)cc2[N+](=O)[O-])CC1	?	-2%	?	-9%	-8%	-5%	-8%	-18%
O=S(=O)(c1ccc2c(c1)OCCCO2)N1CCNCC1	10%	-1%	-8%	-7%	0%	2%	-2%	-8%
O=C(Cn1ccc(C(F)(F)F)n1)N/N=C/c1ccc(N2CCOCC2)cc1	?	4%	-9%	1%	0%	-3%	-5%	0%
COCCCNC(=O)c1cnn(-c2ccc(F)cc2F)c1C1CCNCC1	.	-6%	6%	-2%	.	2%	.	1%
O=C(COC(=O)c1ccccc1)c1ccc(Br)cc1	-11%	-9%	-22%	-7%	0%	-4%	9%	-7%
COc1cccc(NC(=O)CN2C=NS(=O)(=O)c3ccccc32)c1	.	-6%	10%	1%	.	?	.	10%
Cc1cccc(C(=O)NCCN2CCN(c3ccccc3)CC2)c1	4%	-17%	-12%	4%	-1%	-4%	-3%	-3%
COC(=O)[C@H](CCSC)NC(=O)NCCC1=CCCCC1	?	-19%	-4%	6%	-2%	2%	.	1%
CCCCCCc1cc2cc(S(=O)(=O)c3ccc(F)cc3)c(=O)oc2cc1O	?	3%	-3%	3%	-3%	5%	16%	-18%
CCOc1ccc(NC(=O)c2c(Nc3ccc(OC)cc3OC)sc(C(=O)c3ccc(Cl)cc3)c2N)cc1	.	2%	-11%	14%	.	4%	.	-10%
O=C(Nc1ccc(-c2nnc3n2CCCCC3)cc1)c1cnccn1	3%	1%	3%	0%	-9%	-1%	9%	0%
CCCCC1(Cc2ccc([N+](=O)[O-])cc2)C(=O)N(c2ccccc2)N(c2ccccc2)C1=O	2%	-6%	12%	15%	8%	1%	-14%	-6%
Cc1ccc2oc(=O)c3cnn(CC(=O)NCCc4ccsc4)c3c2c1	4%	-13%	-16%	3%	5%	2%	.	-4%
COc1cccc(C2CC(=O)NC(SC)=C2C#N)c1 (centres undefined)	?	-2%	-11%	0%	0%	-1%	.	-8%
Clc1ccc(OCc2nc(-c3ccc(Br)o3)no2)cc1	4%	6%	?	-6%	6%	-2%	.	-27%
Cc1ccc2c(C)nc(/N=C(\N)NC(=O)N3c4ccccc4Sc4ccccc43)nc2c1	0%	3%	?	8%	3%	-4%	-9%	-27%
CNCC(=O)NCC(=O)N[C@@H](Cc1ccccc1)C(=O)N[C@@H](CC(C)C)C(=O)O	-4%	11%	4%	-2%	-17%	-1%	.	-1%
Cc1cc(NC(=O)CCN2C(=O)/C(=C/c3ccccc3Cl)SC2=S)no1	0%	8%	-6%	5%	-3%	3%	4%	-14%
Cc1cc2c(ncn2C(C)C)c(N)c1C	6%	-4%	-13%	8%	2%	-2%	-7%	-5%
CCCS(=O)(=O)N1CCN=C1SCc1cccc2ccccc12	-44%	1%	-16%	-7%	5%	0%	.	?
O=C1CC(c2ccco2)c2ccc3ccccc3c2N1 (centres undefined)	4%	-2%	-3%	1%	8%	-1%	-3%	2%

Copied from the list:
`Cc1cccc(C(=O)NCCN2CCN(c3ccccc3)CC2)c1` @ Tau fibril FP: 4%
`Cc1nnc(SC/C=C/c2ccccc2)n(N)c1=O` @ Tau fibril ThT: -1%

Next records:
SMILES	ALDH1A1 inh	TRb-SRC2 inh	Tau fibril ThT	Tau fibril FP	GLA spleen mod	TexasRed fluor	L3MBTL1 block	Tau fluor counter
CC1(C)SC2C(N3C(=O)C(c4ccccc4)NC3(C)C)C(=O)N2C1C(=O)O (centres undefined)	-5%	2%	-2%	5%	15%	-1%	.	-3%
O=C(COc1ccc(Br)cc1CO)Nc1ccc(F)cc1	7%	-8%	-1%	0%	-4%	-2%	25%[11.4 µM]	-7%
CCCSc1nc2c(cnn2-c2ccc(Cl)cc2)c(=O)[nH]1	3%	0%	0%	-8%	3%	3%	-4%	-1%
CCOc1cc(/C=C2/NC(=O)NC2=O)cc([N+](=O)[O-])c1O	4%	-3%	?	-4%	-6%	-12%	-19%	-1%
CC(=O)Nc1ccc(C(=O)Nc2ccc(S(=O)(=O)NCC3CCCO3)cc2)cc1 (centres undefined)	-1%	-2%	0%	3%	8%	1%	3%	-12%
COc1ccc(NC(=O)CN2C(=O)c3cccc4cccc2c34)c(OC)c1	-5%	-4%	2%	1%	3%	0%	3%	-9%
CC(=O)/C(=N/Nc1ccccc1C)N1CCOCC1	18µM*	3%	-8%	-2%	9%	-6%	-2%	0%
Cc1cccc(NC(=O)c2oc3ccccc3c2NC(=O)c2cc(=O)c3ccccc3o2)c1	.	5%	-10%	-6%	.	-2%	.	-16%
Cc1ccc(C(=O)NC2(C(Cl)Cl)N=C(c3ccccc3)N=C2N)cc1 (centres undefined)	16%	3%	-13%	-4%	-3%	-5%	.	-11%
CCOC(=O)c1nc2ccccc2c(=O)[nH]1	-7%	4%	-9%	-6%	-16%	0%	-2%	-11%
Cc1ccc(NC(=O)CN2C(=O)CCc3ccccc32)cc1C	.	2%	?	-6%	.	-19%	.	-19%
CCCN(CCC)C(=O)Cn1c(=O)c2sccc2n2c(=S)sc(-c3ccccc3)c12	?	2%	-20%	1%	-2%	-2%	-2%	-15%
COc1ccc(N=C/C=C2\C=C(c3ccccc3)OC(C)(C)O2)cc1	2.2µM*	-6%	?	4%	1%	-5%	?	-16%
COC(=O)c1ncccc1SC	6%	-5%	6%	-13%	-8%	2%	?	7%
Cc1nc2c(C)cccn2c1/C(O)=C1\C(=O)C(=O)N(CCN2CCOCC2)C1c1cccs1 (centres undefined)	?	0%	-20%	5%	-13%	0%	-2%	-2%
CCC(O)c1c(-c2ccccc2)nn(C)c1Cl (centres undefined)	8%	3%	-3%	-1%	1%	-1%	8%	-2%
COC(=O)c1cc(F)c(-n2cncn2)c(F)c1	-6%	-3%	1%	2%	-12%	-4%	2%	-1%
CC1(C)Cc2ccccc2-c2nnc(SCC(=O)Nc3ccc4c(c3)OCO4)n21	-5%	-7%	1%	-2%	-4%	-1%	-13%[11.4 µM]	1%
CC(=O)C1=C(C)NC(=O)NC1c1ccccc1 (centres undefined)	9%	-11%	-7%	-3%	9%	1%	0%	-7%
O=C(O)C1CSC2(c3ccc(Br)cc3)CCC(=O)N12 (centres undefined)	5%	3%	6%	-5%	-3%	2%	10%	8%
Cc1cc(C)c(C#N)c(SCC(=O)Nc2ccc3c(c2)OCO3)n1	5%	-4%	-19%	2%	2%	-1%	?	-11%
O=C(O)CCCCCNC(=O)c1cccc(Br)c1	10%	4%	-6%	-9%	-3%	1%	3%	-5%
Nc1c(C(=O)c2ccccc2)oc2ccc(Br)cc12	10%	3%	?	-9%	9%	-2%	15%	-24%
O=C(CCCSc1ccccc1)Nc1nc(-c2ccccn2)cs1	?	-18%	?	-4%	-1%	-2%	.	?
CCOC(=O)c1c(-c2ccccc2)nc2ccccn12	1%	-6%	-7%	0%	1%	-3%	-1%	-1%
Cc1ccc(Cl)cc1N1CCN(c2nc3ccc(C(=O)c4ccccc4)cc3n3cnnc23)CC1	.	2%	1%	-6%	.	-2%	.	-18%
COc1cccc(NC(=O)c2cc3c(=O)n(Cc4cccnc4)ccc3nc2C)c1	.	2%	-5%	-3%	.	-1%	.	-1%
CCCCOc1ccccc1/C=N/NC(=O)CC#N	0%	-6%	-17%	-3%	7%	-5%	1%	-13%
O=C(CN1CCCCC1)n1c2ccccc2c2ccccc21	.	4%	-12%	5%	5%	-4%	1%	-14%
O=C1C=C(Nc2ccccc2)c2ccccc2C1=O	2%	-14%	?	-14%	-23%	-2%	?	-19%

Gathered by group, the compounds so far with an NH in an aromatic ring (3)
SMILES	ALDH1A1 inh	TRb-SRC2 inh	Tau fibril ThT	Tau fibril FP	GLA spleen mod	TexasRed fluor	L3MBTL1 block	Tau fluor counter
O=c1cc(O)n(-c2ccccc2)c(=S)[nH]1	?	-5%	?	-10%	-8%	-1%	9%	-7%
CCCSc1nc2c(cnn2-c2ccc(Cl)cc2)c(=O)[nH]1	3%	0%	0%	-8%	3%	3%	-4%	-1%
CCOC(=O)c1nc2ccccc2c(=O)[nH]1	-7%	4%	-9%	-6%	-16%	0%	-2%	-11%
